High-throughput results from PubChem.
rTrxR1 inhibitor: inhibitors of rat thioredoxin reductase 1. recombinant rTrxR1, NADPH fluorescence consumption, selenite substrate. O89049. Potency, µM (top dose mostly 114 µM), for the others: at the highest dose activity change, negative = inhibition, hits mostly inhibitors. hit rate 1% among 390,000. AID 588453; further: potency means the concentration at half of the fitted maximal effect; on the % scale 0 is the no-effect control and ±100 the full control effect; nearly all actives have a fitted effect of over 65% in size
Target sequence (O89049 whole entry, looked up): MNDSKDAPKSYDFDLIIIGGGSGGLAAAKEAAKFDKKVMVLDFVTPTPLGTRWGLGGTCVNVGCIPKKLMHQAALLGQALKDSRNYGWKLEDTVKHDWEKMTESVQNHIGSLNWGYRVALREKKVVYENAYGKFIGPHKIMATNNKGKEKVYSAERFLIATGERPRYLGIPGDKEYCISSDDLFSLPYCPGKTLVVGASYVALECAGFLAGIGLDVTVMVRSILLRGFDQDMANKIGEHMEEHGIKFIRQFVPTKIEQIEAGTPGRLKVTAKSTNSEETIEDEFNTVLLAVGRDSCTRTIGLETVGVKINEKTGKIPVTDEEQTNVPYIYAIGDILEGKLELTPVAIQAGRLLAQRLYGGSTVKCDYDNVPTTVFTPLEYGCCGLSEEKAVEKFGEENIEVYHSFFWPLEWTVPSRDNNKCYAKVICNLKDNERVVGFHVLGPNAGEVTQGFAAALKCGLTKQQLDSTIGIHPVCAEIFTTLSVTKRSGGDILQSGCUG
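Rat TrxR1 (90 nM in the dispensed reagent) was pre-reduced with 400 uM NADPH for 5 min at room temperature, then incubated with compound for 15 min. After 400 uM selenite was added, NADPH fluorescence (Ex 340/Em 450 nm) was followed for 8 min.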
USP1-UAF1 inh: blocks the human USP1/UAF1 deubiquitinase complex; O94782; recombinant USP1/UAF1, Ub-Rhodamine cleavage fluorescence; Potency, µM (series often up to 57.1 µM), for the others: at the highest dose activity change, negative = inhibition, most hits filed as inhibitors; hit rate 0.23% among 390,000; further: potency means the concentration at half of the fitted maximal effect; on the % scale 0 is the no-effect control and ±100 the full control effect; nearly all actives have a fitted effect of over 60% in size; inactives centre near -12
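Step one: compound is pinned into 1nM USP1/UAF1 in HEPES pH 7.8 buffer with TCEP. Step two: 15 min room-temperature incubation. Step three: Ub-Rho (150nM final) starts cleavage, tracked by fluorescence over six one-minute reads.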
IDH1 R132H inh: blocks human mutant IDH1 R132H enzyme; O75874; IDH1-R132H enzyme, NADPH consumption, diaphorase/resazurin fluorescence; Potency, µM (highest dose often 76.6 µM), inactives show at the top dose activity change, negative = inhibition, usual class: inhibitors; hit rate 0.093% among 390,000; AID 602179; further: potency means the concentration at half of the fitted maximal effect; on the % scale 0 is the no-effect control and ±100 the full control effect; nearly all actives have a fitted effect of over 65% in size
Target sequence (O75874 whole entry R132H, stated change not applied): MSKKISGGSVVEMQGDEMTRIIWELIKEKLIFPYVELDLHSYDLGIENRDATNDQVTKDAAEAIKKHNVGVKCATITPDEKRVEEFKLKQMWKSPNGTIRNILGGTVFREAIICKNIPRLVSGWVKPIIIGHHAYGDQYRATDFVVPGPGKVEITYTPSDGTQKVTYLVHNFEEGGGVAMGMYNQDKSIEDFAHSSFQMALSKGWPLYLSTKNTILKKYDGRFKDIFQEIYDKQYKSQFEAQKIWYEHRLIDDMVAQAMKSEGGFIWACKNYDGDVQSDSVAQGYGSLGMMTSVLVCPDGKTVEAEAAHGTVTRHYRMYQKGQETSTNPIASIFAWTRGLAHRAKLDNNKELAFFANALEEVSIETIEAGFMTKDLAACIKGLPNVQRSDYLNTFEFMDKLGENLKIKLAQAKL
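IDH1-R132H (0.5 ug/mL) preincubated 30 min with compound, then NADPH (0.016 mM) and alpha-KG (2 mM) added; 80 min at RT, pH 7.5. Remaining NADPH coupled via diaphorase/resazurin to fluorescence (540/590 nm); concentration-response curves normalized to no-enzyme control.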
Vif-A3F inh: inhibitors of Vif-A3F interaction. Potency, µM (titrated, usually from 46.1 µM), for inactives: at the top dose activity, negative = active. hit rate 0.2% among 390,000. HeLa A3F-eYFP + Vif (tagged APOBEC3F with the HIV-1 protein that degrades it), YFP fluorescence increase; further: potency means the concentration at half of the fitted maximal effect; % of control where 0% means no effect; nearly all actives have a fitted effect of over 65% in size
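Fluorescence increase (Ex 488/Em 500-530) after overnight compound treatment at 37 deg C flags inhibition of Vif-driven A3F-eYFP loss in stable HeLa A3F-eYFP/Vif cells seeded overnight beforehand.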
Vif-A3G inh: Vif-A3G binding inhibition; Q9HC16; HeLa A3G-eYFP + Vif (tagged APOBEC3G with the HIV-1 protein that degrades it), YFP fluorescence, overnight; Potency, µM (titrated, usually from 46.1 µM), for inactives: at the highest dose activity, negative = active, most hits filed as inhibitors; hit rate 0.076% among 410,000;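 further: potency means the concentration at half of the fitted maximal effect; on the % scale 0 is the no-effect control and ±100 the full control effect; nearly all actives have a fitted effect of over 60% in size; hits raise eYFP signal because A3G escapes Vif-driven loss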
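Read-out is eYFP fluorescence (Ex 488/Em 500-530) from Vif-expressing HeLa A3G-eYFP cells; more signal means A3G escaped Vif-mediated degradation. Cells plated overnight, compound pinned in, incubated overnight at 37 deg C.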
GRP78 ERSR act: inducers of ER stress response in human glioma cells | U87-MG GRP78 promoter luciferase reporter, 16 h | Potency, µM, for the others: at the highest dose activation, usual class: activators | hit rate 0.02% among 420,000; further: potency means the concentration at half of the fitted maximal effect; series mostly up to about 76 µM; % of control where 0% means no effect; nearly all actives have a fitted effect of over 35% in size
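Stably transfected U87-MG human glioma cells carrying a GRP78-based luminescent sensor were seeded at 1000 cells/well, pin-dosed with compounds and incubated 16 h. Luciferase reagent was then added, and end-point luminescence was read after 10 min at room temperature.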
LDHA block: blocks human lactate dehydrogenase A. P00338. purified LDHA, NADH/diaphorase-resazurin fluorescence; hits give low values. activity change, % (values are at about 110 or 230 µM). hit rate 0.15% among 480,000. AID 1347041; in the data active means activity change below about -30%; inconclusive means mostly about -25% to -30%;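 further: plate controls were DMSO wells for no effect and wells without enzyme for full effect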
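Human LDH5 (2 nM) was incubated with 0.06 mM NADH and 0.2 mM pyruvate for 5 min at room temperature in Tris pH 7.4. Remaining NADH was coupled through diaphorase/resazurin, and resorufin fluorescence was read at 0 and 20 min.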
TrxR1 substrate: substrates of rat thioredoxin reductase 1. O89049. purified TrxR1 substrate turnover, NADPH consumption readout. Potency, µM (titrated, usually from 114 µM), without a hit: at the highest dose activity change, negative = substrate turnover. hit rate 0.01% among 390,000. AID 588456; further: potency means the concentration at half of the fitted maximal effect; on the % scale 0 is the no-effect control and ±100 the full control effect; nearly all actives have a fitted effect of over 50% in size
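Rat TrxR1, dispensed at 90 nM, was prereduced with 400 uM NADPH (final) for 5 min at ~22 deg C, then incubated with compound 15 min before 400 uM selenite. A first-read NADPH fluorescence drop versus no-compound background flagged substrates.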
RGS4 inh: blocks human RGS4-accelerated GTP hydrolysis; Transcreener GDP fluorescence polarization, RGS4-accelerated GTP hydrolysis; Potency, µM (series often up to 114 µM), for the others: at the highest dose activity change, negative = inhibition, actives largely listed as inhibitors; hit rate 0.039% among 390,000; further: potency means the concentration at half of the fitted maximal effect; on the % scale 0 is the no-effect control and ±100 the full control effect; nearly all actives have a fitted effect of over 75% in size; some results filed as inactive show a strong effect at the top dose
Target sequence (P49798 whole entry, looked up): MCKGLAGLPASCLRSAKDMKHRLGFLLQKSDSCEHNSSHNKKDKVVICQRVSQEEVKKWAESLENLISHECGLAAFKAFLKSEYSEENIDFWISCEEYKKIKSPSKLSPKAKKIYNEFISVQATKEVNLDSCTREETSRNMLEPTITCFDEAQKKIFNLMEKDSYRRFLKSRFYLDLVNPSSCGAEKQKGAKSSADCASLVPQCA
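MLSMR compounds (23 nl, pin-transferred) preincubated 10 min at room temperature with a 500nM (2x) first reagent, then RGS4 at 900nM (2x) plus Transcreener GDP mix added; fluorescence polarization (620/688 nm) read before and after 90 min at 30 °C.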
An asterisk follows results filed as active; i = inactive; u = inconclusive; x = no result given; & = joins results of further samples; [ ] = another dose, or the depositor's remark. Unless noted, the call rests on the fitted dose curve; in most records, active means well fitted curve in the direction sought with a large enough effect; inconclusive means small, poorly fitted or top-dose-only effect, or another doubt; inactive means no such curve, though single readings can be large; an effect the other way counts as inactive or inconclusive. Only part of the results is shown (hit frequency here may not be typical).

SMILES | rTrxR1 inhibitor | USP1-UAF1 inh | IDH1 R132H inh | Vif-A3F inh | Vif-A3G inh | GRP78 ERSR act | LDHA block | TrxR1 substrate | RGS4 inh
O=C(CCN1CCOCC1)NCC(=O)Nc1ccc(Br)cc1C(=O)c1ccccc1 | 2.6% | -17.6% | 3.4% | x | 0.5% | -2.1% | -0.3 | 4.6% | -28.9%
O[C@H]1[C@H](O)[C@@H](O)CN2CC[C@H](O)[C@H]12 | 4.8% | -19.6% | 7.3% | 5.5% | 1.1% | 6.8%&-4.5%&-3.9% | -2.5 | 5.9% | i
Cc1ncc2n1-c1ccc(Cl)cc1C(c1ccccc1F)=NC2 | 17.9% | -17.7% | -25.2% | -0.2% | -0.5% | -5.6%&1.4% | -1.2 | 0.2% | 9.5%
C[C@@H]1C(=O)O[C@@H]2CC34[C@H]5C[C@@H](C(C)(C)C)C36[C@H](OC(=O)[C@@H]6O)OC4(C(=O)O5)[C@@]12O (stereo partly specified) | 8.3% | u | -12.4% | 6.7% | -1.0% | -4.1% | 0.2 | 2.1% | -6.6%
COc1cc2c(cc1OC)-c1c3c(cc4c1[C@@H](C2)N(C)CC4)OCO3 | 0.3%[57.1 µM] | u | -5.4% | -1.4% | 6.8% | 3.6% | 17.8 | 9.8% | -18.5%
CCOC(=O)c1ccc(-n2c(N)c(C(=O)NCC3CCCO3)sc2=S)cc1 (stereo unspecified) | -22.2% | -0.6% | 7.5% | 1.8% | 3.2% | -2.7% | -8.6 | -12.2% | u
Cc1cccc(Cn2cccc(C(=O)Nc3ccc(F)cc3F)c2=O)c1 | 25.8%[57.1 µM] | -24.7% | 5.5% | -0.4% | 0.0% | -0.2% | -0.1 | 4.3%[57.1 µM] | -15.5%
COC(=O)C1=C(c2cccc(OCc3ccccc3)c2)C[C@@H]2CC[C@H]1N2C(=O)NNCc1ccccc1 | 16.9% | -15.9% | 2.4% | 5.4% | -7.5% | -1.8% | -11.3 | 4.5%[57.1 µM] | 4.8%
C[Se]C[C@H](N)C(=O)O | u | x | x | x | x | 0.6% | x | 10.1%[57.1 µM] | u
COc1ccc(N2CCN(CCCN)CC2)cc1 | -12.0% | -8.5% | -3.8% | -2.0% | 2.7% | -4.1% | 4.4 | -2.1% | 43.6%
CCc1ccccc1NC(=O)CNC1CCCCC1 | -9.3% | -23.7% | 0.0% | -13.7% | 0.0% | -3.6% | -5.5 | -8.2% | 8.2%
CC/C(=N\NC(N)=O)c1c(O)[nH]c(=O)[nH]c1=O | 5.3%[57.1 µM] | -13.0% | 0.4% | 1.5% | 2.3% | -4.2% | 2.8 | 8.7%[57.1 µM] | -10.1%
COc1cc2c(cc1O)[C@@H]1Cc3ccc(OC)c(O)c3CN1CC2 | 2.1% | 14.1µM* | 35.5%[activator] | -20.8% | u | -3.3% | 10.6 | 3.1% | 0.8%
O=C1NC(=O)N(Cc2ccc(F)cc2)C(=O)/C1=C\c1ccc(N2CCCC2)cc1 | -71.1% | 0.5% | -2.9% | -12.0% | 0.0% | 0.3% | -7.1 | 9.2%[57.1 µM] | u
COc1cccc(CC(=O)N(C)C2CCCN(Cc3ccccc3F)C2)c1 (stereo unspecified) | -3.0%[57.1 µM] | -5.6% | 3.7% | -9.5% | -0.4% | -0.6% | -7.7 | 3.8%[57.1 µM] | -31.2%
CCCCCCCCC(=O)NCc1ccc(O)c(OC)c1 | -1.5%&-2.3% | -11.2% | 31.7% | -0.9% | -0.6% | -0.1%&-1.1%&-5.7% | 1.5 | -7.4% | 10.2%
OC(c1ccc(F)cc1)(c1ccc(F)cc1)[C@@H]1CCCN1 | -2.0% | -3.1% | -0.9% | 0.6% | -5.0% | -4.3% | -5.9 | -5.7% | 10.3%
Cc1cccc(N/N=C/c2c(O)[nH]c(=S)[nH]c2=O)c1 | -26.2% | -35.5% | -24.0% | -2.0% | -18.2% | -4.0% | 0.4 | -3.4% | u
COc1cccc(-n2nc(C(=O)N3CCC4(CC3)OCCO4)c3ccccc3c2=O)c1 | 12.0%[57.1 µM] | -16.1% | 2.0% | 1.3% | -0.3% | -2.2% | -3.3 | -6.5%[57.1 µM] | -16.6%
O=c1[nH]c(O)c(Cc2ccc3c(c2)OCO3)c(=O)[nH]1 | 18.6% | -21.1% | 6.8% | -4.4% | 5.7% | -7.0% | -5.5 | 7.8% | 10.6%
Cc1ccc2c(c1)CC1(CN2C)C(=O)NC(=O)N(c2ccc(C)c(C)c2)C1=O (stereo unspecified) | 15.3%[57.1 µM] | -10.0% | -1.1% | 0.7% | -2.1% | 4.5% | 6.9 | 16.5%[57.1 µM] | -16.4%
c1cncc(CNC2=NCCC2)c1 | 8.2% | -17.4% | 7.7% | 0.7% | 1.7% | -6.2% | -4.5 | -0.4% | -32.9%[56.9 µM]
O=C(COc1ccccc1)NCCc1cnc[nH]1 | 13.8% | -16.3% | 8.5% | -0.4% | -0.6% | 1.6% | -9.9 | 13.8%[57.1 µM] | -2.2%
CO[C@@H]1C=CC23c4cc5c(cc4CO[C@]2(O)CN(C)[C@H]3C1)OCO5 (stereo partly specified) | -14.6% | -2.4% | -1.3%[38.3 µM] | 1.7% | 5.5% | -4.8% | -0.6 | -12.4% | 20.3%
Cc1ccc(N2C(=O)NC(=O)/C(=C/c3cnn(-c4ccc(C)cc4)c3)C2=O)cc1 | u | -11.9% | 0.7% | u | 0.9% | -1.5% | -3.3 | -1.8% | -35.7%
COC(=O)C1=C(c2ccc(F)cc2OCc2ccccc2)C[C@@H]2CC[C@H]1N2C(=O)NCc1cccc(C(F)(F)F)c1 | 22.5% | u | 7.6% | -2.9% | -1.1% | -3.7% | 0.4 | -1.0% | -15.6%
N#Cc1cc([N+](=O)[O-])ccc1NC(=O)c1cccn(Cc2cccc(F)c2)c1=O | 20.4%[57.1 µM] | 3.8% | -1.8% | -1.0% | 0.7% | -0.7% | -5.1 | -3.6%[57.1 µM] | 31.5%
C[Se]C[C@@H](N)C(=O)O | 1.8% | -14.8% | -15.9% | -1.8% | 2.9% | -2.4% | -8.3 | 6.1% | -48.8%
O=C(CNC(=O)OCc1ccccc1)Nc1ccc(Br)cc1C(=O)c1ccccc1Cl | -8.8% | -10.5% | 4.1% | 1.4% | -5.3% | -4.0% | -2.4 | -7.1% | 27.3%
CN(c1ccccc1)P(=O)(N1CC1)N1CC1 | 5.7%[11.4 µM] | -10.3% | 2.6% | 5.1% | -1.6% | -0.2% | -3.9 | 7.1%[57.1 µM] | -32.0%
CCC(=O)N1N=C2C3CCN(CC3)C2C1c1ccccc1 (stereo unspecified) | 26.7% | -11.9% | -0.8% | -10.6% | 0.0% | -3.4% | -18.6 | 11.9% | 26.6%
C[C@H]1C/C=C/[C@H]2[C@H](O)[C@H](C)[C@@](C)(O)[C@H]3[C@H](Cc4ccccc4)NC(=O)[C@]32[C@H](O)/C=C/[C@](C)(O)C1 | 4.8% | -7.9% | -2.0% | 5.5% | -4.6% | -2.2% | -2.9 | 1.3% | 9.4%
Cc1ccc(S(=O)(=O)N(C)C[C@@H]2OCc3ccccc3-c3c(n(C)c4ccccc34)C(=O)N([C@H](C)CO)C[C@@H]2C)cc1 | x | u | -5.3% | 2.5% | -7.2% | 1.1% | -0.7 | x | x
CN(C)c1ccc(P(=S)(N(C)C)N(C)C)cc1 | 2.7% | -6.5% | 10.8% | -3.7% | 0.2% | -4.1% | -2.8 | 3.9%[57.1 µM] | -2.2%
CN1CCN(c2ccc(/C=C3\C(=O)NC(=S)N(c4cccc(Br)c4)C3=O)o2)CC1 | u | 31.6µM* | 2.4% | 25.1µM* | 22.4µM* | -3.3% | -1.2 | -24.0% | -27.1%
CN1CCN(Cc2cc3c(cc2[N+](=O)[O-])OCO3)CC1 | 0.7% | -3.0% | -2.8% | -10.8% | -0.8% | 0.9% | 0.8 | 1.3% | -13.8%
CC(C(=O)c1c[nH]c2ccccc12)N1CCc2ccccc2C1 (stereo unspecified) | 4.3% | -14.8% | -6.6% | 1.6% | -0.4% | -5.5% | -4.7 | -0.8% | -16.0%
CC/C(=N\NC(=O)c1ccccc1)c1c(O)n(C2CCCCC2)c(=O)[nH]c1=O | -13.2% | -16.6% | -12.6% | 0.1% | -2.5% | 2.4% | -2.8 | -14.2% | -4.1%
Cn1cc(C(=O)N2CCOCC2)c2ccccc21 | 4.2% | -11.8% | 1.2% | u | -3.8% | -3.1% | 0.1 | 3.4% | -22.1%
CN1CCC2(CC1)NC(=O)c1ccccc1N2 | 12.5%[57.1 µM] | -7.7% | 8.9% | -7.3% | 0.8% | -7.3% | -3.1 | 124.4%[activator][57.1 µM] | -19.9%[56.9 µM]
O=C1NC(=S)N(c2ccc(Br)cc2)C(=O)/C1=C/N1CCN(C(=O)c2ccco2)CC1 | -22.9%[57.1 µM] | -23.9% | 0.3% | -6.8% | -0.3% | 0.0% | -6.4 | -2.2%[57.1 µM] | -49.9%
O=C(c1ccc(Cl)cc1)C1CCCN(Cc2cccc3ncccc23)C1 (stereo unspecified) | 2.3% | -11.4% | -1.4% | 4.9% | 2.3% | -1.2% | -5.3 | -10.9% | 0.0%
COC(=O)C1=C(C(=O)OC)C2OC1c1cc3ccccc3cc12 | 2.51µM* | -14.6% | 5.7% | 9.4% | -13.5% | -13.7% | -7.7 | 1.4% | u
